From PubChem BioAssay
Neddylation inh – inhibitors of human cullin neddylation | P61081+Q13564 | TR-FRET cullin neddylation, biochemical | calls only at 25 µM | actives 0.58% (n = 360,000) | AID 651699; in the data active = inhibition above about 36%
Rin1-Abl PPI inh – human Rin1-Abl interaction inhibition; P00519+Q13671; TR-FRET Rin1/Abl binding, biochemical; inhibition, % at 7.35 µM; actives 0.4% (n = 360,000); AID 588664; in the data active = inhibition above about 5%, passing the limit was not always enough
Target sequence (P00519 whole entry, looked up): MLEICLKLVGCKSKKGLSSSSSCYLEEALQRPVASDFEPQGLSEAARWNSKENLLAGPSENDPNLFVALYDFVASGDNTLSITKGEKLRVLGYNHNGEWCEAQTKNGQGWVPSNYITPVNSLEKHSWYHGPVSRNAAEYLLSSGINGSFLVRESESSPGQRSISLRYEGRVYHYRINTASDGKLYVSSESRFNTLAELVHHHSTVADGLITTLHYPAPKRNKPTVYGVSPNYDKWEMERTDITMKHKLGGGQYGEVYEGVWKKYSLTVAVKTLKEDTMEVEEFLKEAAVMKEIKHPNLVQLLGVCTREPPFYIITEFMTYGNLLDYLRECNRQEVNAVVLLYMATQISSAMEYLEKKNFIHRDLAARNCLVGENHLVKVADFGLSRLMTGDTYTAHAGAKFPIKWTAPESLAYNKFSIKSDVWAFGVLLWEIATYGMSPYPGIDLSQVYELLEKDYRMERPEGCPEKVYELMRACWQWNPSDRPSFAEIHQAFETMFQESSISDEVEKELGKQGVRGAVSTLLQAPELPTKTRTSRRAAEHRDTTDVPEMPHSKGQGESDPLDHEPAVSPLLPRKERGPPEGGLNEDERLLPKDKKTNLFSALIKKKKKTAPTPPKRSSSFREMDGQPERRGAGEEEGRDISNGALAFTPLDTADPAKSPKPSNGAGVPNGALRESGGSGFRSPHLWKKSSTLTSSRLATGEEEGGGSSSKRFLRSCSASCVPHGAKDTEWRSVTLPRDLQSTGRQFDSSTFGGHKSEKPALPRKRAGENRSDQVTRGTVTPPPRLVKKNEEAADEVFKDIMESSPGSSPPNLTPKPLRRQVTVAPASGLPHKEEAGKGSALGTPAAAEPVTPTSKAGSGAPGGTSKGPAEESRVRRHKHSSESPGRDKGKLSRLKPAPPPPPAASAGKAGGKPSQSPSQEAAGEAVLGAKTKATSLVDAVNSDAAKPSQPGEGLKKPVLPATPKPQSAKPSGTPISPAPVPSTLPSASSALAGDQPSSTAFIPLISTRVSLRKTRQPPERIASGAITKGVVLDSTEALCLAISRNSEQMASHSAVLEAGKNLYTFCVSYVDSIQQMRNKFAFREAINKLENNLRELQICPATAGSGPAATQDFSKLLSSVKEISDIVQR
Target sequence (Q13671 whole entry, looked up): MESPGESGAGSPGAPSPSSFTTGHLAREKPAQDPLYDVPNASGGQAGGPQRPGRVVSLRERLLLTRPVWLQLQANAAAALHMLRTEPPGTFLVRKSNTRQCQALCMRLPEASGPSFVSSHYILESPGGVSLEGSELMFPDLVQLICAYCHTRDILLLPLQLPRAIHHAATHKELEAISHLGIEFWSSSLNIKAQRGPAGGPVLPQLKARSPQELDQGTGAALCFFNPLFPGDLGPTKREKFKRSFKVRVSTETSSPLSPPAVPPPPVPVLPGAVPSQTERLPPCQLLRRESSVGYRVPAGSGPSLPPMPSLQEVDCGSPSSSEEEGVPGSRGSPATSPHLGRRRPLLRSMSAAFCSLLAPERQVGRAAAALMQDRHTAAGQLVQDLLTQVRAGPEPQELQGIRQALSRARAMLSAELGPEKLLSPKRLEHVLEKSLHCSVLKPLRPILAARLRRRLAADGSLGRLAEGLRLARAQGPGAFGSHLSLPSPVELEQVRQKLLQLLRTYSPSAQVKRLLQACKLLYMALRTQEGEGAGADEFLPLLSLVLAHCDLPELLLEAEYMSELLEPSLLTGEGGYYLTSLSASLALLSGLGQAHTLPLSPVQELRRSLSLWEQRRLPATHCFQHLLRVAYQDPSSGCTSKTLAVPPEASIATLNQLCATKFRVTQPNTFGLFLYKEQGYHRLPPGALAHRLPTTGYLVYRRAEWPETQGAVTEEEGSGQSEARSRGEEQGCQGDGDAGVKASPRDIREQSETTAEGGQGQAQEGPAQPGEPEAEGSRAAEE
SUMO1-SIM PPI – alters human SUMO1 binding to SIM partners. SUMO1 binding to a labelled peptide, TR-FRET, 1 h. inhibition, % at 20 µM. actives 0.33% (n = 360,000); in the data active = inhibition above about 37%
LMPTP inh – blocks human LMPTP phosphatase. recombinant LMPTP-A, OMFP fluorogenic substrate, fluorescence intensity. inhibition, % at 20 µM. actives 0.22% (n = 360,000);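 active = compounds that cut the enzyme signal by at least half of the control window in the single-dose screen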;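 also: plate controls were DMSO wells with enzyme plus substrate for no effect and substrate without enzyme for full effect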
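Test system – LMPTP-A enzyme · Amount – LMPTP-A at 0.625 nM final in the reaction · Buffer or medium – Bis-Tris pH 6.0, DTT, detergent · Reagent – OMFP 400 µM · Doses – single 20 µM dose · Schedule – reaction 50 min, room temperature, dark · Detection – fluorescence intensity of OMFP turnover product · Evaluation – percent inhibition versus substrate-only and uninhibited controls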
DNMT1 block – blocks human DNA methyltransferase DNMT1; P26358; DNMT1 molecular beacon, Hinp1I cleavage, fluorescence; inhibition (reported as % activation of signal), % at 10 µM; actives 0.83% (n = 360,000); AID 588458; in the data active = inhibition above about 50%
Scp-1 inhibitor – Scp-1 (human) phosphatase inhibition; actives 0.88% (n = 340,000); Recombinant Scp1, phosphopeptide, malachite green phosphate absorbance; inhibition, % at 20 µM; Q9GZU7;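 active = inhibition above about 50% at 20 µM, limit read from the data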;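 also: plate controls were DMSO wells with enzyme for no effect and wells lacking enzyme for full effect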
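Assay system: SCP-1 catalytic fragment, aa 76-261 | Buffer or medium: Tris acetate buffer pH 5.5 with MgCl2 and Tween-20 | Compound: One concentration, 20 µM, with 1.0% DMSO | Also added: Phospho 17-mer peptide substrate | Signal: Absorbance at 630 nm | Incubation: 45 min enzyme reaction at room temperature | Measure: % inhibition of SCP-1 phosphate liberation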
STEP block – STEP (human) phosphatase inhibition | P54829 | recombinant STEP, OMFP fluorogenic substrate, fluorescence | inhibition, % at 20 µM | actives 0.25% (n = 360,000) | AID 588621;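 active = inhibition at 20 µM, scaled per plate between control wells, above about 37%, limit read from the data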;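 also: 0% = DMSO with enzyme and substrate and 100% = substrate only without enzyme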
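System: isolated STEP enzyme; schedule: 20 min enzyme reaction at room temperature, protected from light; medium: Bis-Tris buffer pH 6.0, 2.5 mM DTT, 0.005% Tween 20; signal: fluorescence, 480/540 nm; dosing: single compound dose of 20 µM, 1% DMSO final; also added: OMFP substrate, 25 µM final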
NadD block – NadD (S. aureus) enzyme inhibition. purified NadD enzyme, colorimetric absorbance read-out. inhibition, % at 20 µM. actives 0.78% (n = 360,000). AID 602399; in the data active = inhibition above about 26%; also: some compounds past the cut are filed as inactive
Rpn11 inh – inhibitors of human proteasome Rpn11. O00487. human 26S proteasome, Ub4-pepOG fluorescence polarization; 20S core pre-blocked with epoxomicin. calls only at 20 µM. actives 0.59% (n = 360,000);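 active = inhibition at 20 µM, scaled to each plate's controls, above about 33%, limit read from the data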
CSN deneddyl inh – inhibitors of human CSN-mediated cullin deneddylation; Q92905; Purified CSN, SCF-Nedd8-OG deneddylation, fluorescence polarization; inhibition, % at 12.5 µM; actives 0.38% (n = 360,000); AID 651999;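 active = pattern-corrected inhibition above about 35%, with an unprinted fluorescence ratio check between 0.5 and 1.5, limit read from the data, passing the limit was not always enough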;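 also: 0% = enzyme with substrate and 100% = substrate without enzyme; some results filed as inactive read as strong as hits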
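Schedule: reaction 90 min, room temperature / Assay system: HEK293T-derived human Csn5 enzyme / Input: Csn5 at 0.24 nM final / Measure: inhibition of Csn5 cleavage, % / Control set: substrate-only high control, full reaction low control / Technique: fluorescence polarization of the substrate / Buffer or medium: Tris/NaCl/DTT buffer, pH 7.5 / Reagent: SCFSkp2-Nedd8OG substrate at 10 nM final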
Active calls of the source: *; i = inactive; x = not tested or not shown; + = active, no number.

SMILES	Neddylation inh	Rin1-Abl PPI inh	SUMO1-SIM PPI	LMPTP inh	DNMT1 block	Scp-1 inhibitor	STEP block	NadD block	Rpn11 inh	CSN deneddyl inh
COc1ccc(CCNC(=O)C23CCC(C)(C(=O)C2Br)C3(C)C)cc1OC (stereo not drawn)	i	-1	11	-1.8	0	3	-1	1	i	4
O=C(CCC(=O)c1ccccc1)NCc1cccc(C(F)(F)F)c1	i	1	2	-0.6	5	-7	-1	-5	i	-3
CC1CCN(c2nc(-c3ccccc3)cc(C(F)(F)F)n2)CC1	i	7	0	0.2	10	-3	0	3	i	1
COCCNC(=O)COC(=O)c1cc(-c2ccc(OC)cc2)nc2ccccc12	+	-2	-24	0.3	1	-6	-3	0	i	-2
CC1=C(C(=O)N2CCN(C(=O)c3ccco3)CC2)C2(CCC(C)CC2)OC1=O (stereo not drawn)	i	-1	0	-2.3	2	-8	3	-3	i	1
COc1ccccc1-c1coc2cc(OC(=O)N3CCOCC3)ccc2c1=O	i	2	-2	-1.1	1	-8	-1	0	i	1
CCOC(=O)c1ccc(N=C2NC(=O)CS2)cc1	i	-2	-1	-1.4	5	-8	0	-7	i	3
COc1ccc(S(=O)(=O)N2CCN(c3c(C)cccc3C)CC2)cc1OC	i	-1	6	3.9	2	-16	0	-4	i	-7
CCOC(=O)c1nsnc1NCCSC(=N)N	+	5	-8	4.3	2	-1	0	-6	i	-4
Cn1ncc(Br)c1N1C(=O)CCC1=O	i	-1	-1	-2.4	0	-17	-1	-2	i	-6
Cc1cc(C)cc(OCCNC(=O)c2cc(S(=O)(=O)N3CCOCC3)ccc2F)c1	i	1	3	-0.3	-2	-1	-1	-7	i	0
Cc1ccccc1NC(=O)Cn1nnc(C(=O)NCc2ccco2)c1N	i	-4	-1	-2.2	-1	-3	4	0	i	-1
O=C(NCCCN1CCCCC1)c1ccc(CS(=O)c2ccc(F)cc2)o1 (stereo not drawn)	i	-7	-8	-3.8	-3	-1	0	1	i	2
NNC(=O)c1cc(-c2cccs2)nc2ccccc12	x	-5	-15	3.3	-6	-6	0	3	i	2
COc1cc2c(cc1OC)-c1cc(Nc3ccc(C(=O)O)cc3)nc(=O)n1CC2	i	2	19	1.7	36	24	1	-6	i	5
Cc1c(-c2n[nH]c(=S)n2-c2ccc(C(F)(F)F)cc2)nnn1-c1ccccc1	i	3	-2	0.9	0	-6	-1	-5	i	-2
CC(C)C[C@@H](CN1CCCC1CN1C(=S)NC[C@@H]1Cc1ccc(O)cc1)N1C[C@H](Cc2ccccc2)N(CCc2ccccc2)C1=S (stereo partly drawn)	i	-2	6	2.9	-15	24	3	25	i	2
O=C(NC(=S)NCc1cccnc1)c1ccccc1	i	-1	1	-1.5	5	-11	5	-5	i	1
CCOC(=O)c1oc2ccccc2c1COC(=O)C(C)NC(=O)c1ccco1 (stereo not drawn)	i	-1	-3	-0.7	-3	3	2	-1	i	-3
CCCCN1CCc2c([nH]c3c(C)cccc23)C1=O	i	-1	4	0.4	0	-3	4	-1	i	-3
CC(=O)Oc1ccc(C2=Cc3ccc(OC(C)=O)cc3OC2C)cc1 (stereo not drawn)	i	3	4	0.9	-21	1	2	-5	i	-2
CCOC(=O)C1(CCCc2ccccc2)CCN(C(=O)CN2CCOC2=O)CC1	i	7	-2	-0.3	1	-6	2	0	i	-3
COc1ccc(OCCn2cnc3ccccc32)cc1	i	-1	1	1.4	2	-3	-1	-5	i	-3
Cc1cc(C(=O)C(C(c2ccccc2)N2CCOCC2)N2CCOCC2)ccc1Cl (stereo not drawn)	i	3	-5	0.9	2	2	-1	-1	i	11
COc1ccccc1C(=O)CSc1ccccn1	i	3	-2	-0.7	-2	-5	1	-3	i	-7
SMILES	Neddylation inh	Rin1-Abl PPI inh	SUMO1-SIM PPI	LMPTP inh	DNMT1 block	Scp-1 inhibitor	STEP block	NadD block	Rpn11 inh	CSN deneddyl inh
CC(C)NC(=O)c1ccc(-c2ccc(Cl)c(C(F)(F)F)c2)o1	i	-3	2	1.6	2	-8	-1	-1	i	1
CCCS(=O)(=O)NC(=O)C1(C)CCN(C(=O)c2ccc3c(c2)OCO3)C1 (stereo not drawn)	i	-1	3	-2.2	1	x	1	-3	i	-8
O=C(O)CSc1c2c(nc3cc(C(=O)Nc4cccc(C(F)(F)F)c4)ccc13)CCCC2	i	0	-12	0.5	-4	1	-2	7	i	3
Clc1ccccc1-c1cc(COc2ccc3ccccc3c2)no1	i	5	0	1.4	4	-8	0	-3	i	-4
COCCNC(=O)CCSCc1ccccc1F	i	0	1	-0.3	0	1	-2	7	i	-2
Cc1cc(C(=O)O)ccc1NCc1ccncc1	i	-1	-1	1.9	-1	-4	0	0	i	1
Cn1cccc1Cc1nnc(SCC(=O)NCc2ccco2)n1-c1ccc(F)cc1	i	3	2	0.4	-12	9	0	10	i	3
O=C(CCO)c1ccc(O)cc1	i	29*	14	4.6	16	69*	2	-3	i	29
COc1ccc(OC)c(/C=C/C(=O)OCC(=O)NCc2cccs2)c1	+	-4	-21	0.8	-2	-13	-3	-11	i	-3
S=c1[nH]nc(-c2ccccc2)n1/N=C/c1cccc(Cl)c1	i	0	6	0.9	0	0	1	10	i	2
CCOc1ccc(N2C(N)=NC(N)=NC2(C)C)cc1	i	-1	1	-0.8	-3	-9	2	-1	i	0
COc1ccc2[nH]c3c(c2c1)CCN1C(=O)C(CC(=O)NCc2cccc(C(F)(F)F)c2)C[C@H](C(=O)N(C(C)C)C(C)C)[C@@]31C (stereo partly drawn)	i	3	4	2.8	-11	-12	-2	-7	i	1
Cc1ccc(-c2csc(NC(=O)c3ccccc3Cl)c2C(=O)O)cc1	i	-1	22	-0.6	8	-17	1	-2	i	1
CSC(SC)=C(C#N)C(=O)c1ccccc1	i	2	-4	0.3	3	-7	1	1	i	4
CN(C1CCCCC1)S(=O)(=O)c1ccc(SCC(=O)C(C)(C)C)nc1	i	-3	3	1.4	-1	-9	4	0	i	6
COC(=O)c1sccc1NC(=O)Nc1ccc(C)cc1C	i	-1	9	3.2	2	-8	3	0	i	-1
Cc1ccc(CN(C)Cc2cc(=O)oc3cc(C)c(Cl)cc23)cc1	i	-1	-4	2.7	0	-10	4	-1	i	1
COC(=O)c1cccc(NC(=O)Cc2ccsc2)c1	i	1	-1	-1.4	1	-16	2	-5	i	0
O=C(OCCN1CCOCC1)c1cccc(F)c1	i	-5	1	-2.2	2	-3	3	-3	i	-2
CCc1ccc2oc(=O)cc(CN3CCN(CCO)CC3)c2c1	i	2	-5	-0.1	-1	-7	-2	-4	i	-2
CS(=O)(=O)c1ccc(N2CCN(C3CC(=O)NC3=O)CC2)cc1 (stereo not drawn)	i	-4	1	-2.4	1	-3	-2	0	i	0
Cn1c(=O)c2c(nc(N3CCCCC3)n2C)n(C)c1=O	i	1	4	-1.0	-1	4	3	5	i	-2
CN(C)CCNc1c2c(c(C#N)c3nc4ccccc4n13)CCCC2	i	1	-5	-1.7	-2	-4	-3	-5	i	5
COc1ccc(S(=O)(=O)NCc2nc3nc(C)cc(C)n3n2)cc1OC	i	-1	-1	-0.6	-3	-7	1	-1	i	-6
Cc1ccc(Cn2cc(CN3CC(N4CCN(C)CC4)CS3(=O)=O)nn2)cc1 (stereo not drawn)	i	x	2	-4.1	x	x	x	-10	x	-3
SMILES	Neddylation inh	Rin1-Abl PPI inh	SUMO1-SIM PPI	LMPTP inh	DNMT1 block	Scp-1 inhibitor	STEP block	NadD block	Rpn11 inh	CSN deneddyl inh
C=CCN(CC=C)C(=S)NC(=O)c1ccc(OC)c(Br)c1	i	-1	7	-0.1	-1	-9	1	-2	i	1
Cc1ccn2c(=S)[nH]nc2c1	i	-2	-14	-6.7	4	x	-1	5	i	-9
O=C(CNC(=O)C12CC3CC(CC(C3)C1)C2)N/N=C\c1ccccn1	i	-1	-4	-1.1	0	17	0	4	i	-4
O=C(NCc1cccnc1)c1ccc(NC(=O)c2cccc([N+](=O)[O-])c2)cc1	i	-3	-25	-1.3	0	-5	2	-4	i	-5
O=C(CNS(=O)(=O)c1ccccc1)NCC(=O)N1CCCCC1	i	-3	13	-1.3	1	-12	-5	-1	i	4
CN1CCN(S(=O)(=O)c2ccc(-c3ccc(Cl)cc3)cc2)CC1	i	1	2	-0.2	-3	-4	-1	-5	i	2
CCN(CCCNC(=O)C1CCN(C(=O)c2cc3sccc3n2C)CC1)Cc1ccccc1	i	4	2	-1.0	1	3	-1	-10	i	2
CCC(CO)Oc1cc(NC(=O)c2cccc(OC)c2)c2ncn(C(C)C)c2c1 (stereo not drawn)	i	6	61*	0.4	-25	1	4	2	i	24
CC(=O)c1c(C)nc(Nc2nc(C)c3cc(C)ccc3n2)nc1C	i	5	-1	-0.8	5	6	0	-1	i	-1
CC1=C(C(=O)OCc2ccccc2)C(c2ccc(N3CCOCC3)cc2)NC(=O)N1 (stereo not drawn)	i	3	-3	0.5	-9	0	3	2	i	-3
Cc1ccc(S(=O)(=O)N2CCN(S(=O)(=O)c3ccc(C)cc3)C2)cc1	i	1	0	0.2	-3	-12	-1	0	i	-6
O=C(NCc1ccccc1)Nc1cccn(Cc2ccccc2Cl)c1=O	i	2	0	0.8	-2	-5	-1	-3	i	-1
Cc1cccc(CSc2nc3ccncc3n2CC(=O)Nc2cc(C)cc(C)c2)c1	i	-7	-15	4.3	-13	7	2	6	i	7
CC12CCC(C(=O)N(c3ccc(Cl)cc3)C1=O)C2(C)C (stereo not drawn)	i	-3	0	-2.0	7	-3	0	-8	i	-9
COc1ccc(CCN(C)C2CCCN(C(=O)c3ccnn3C)C2)cc1OC (stereo not drawn)	i	-3	6	1.1	0	-8	3	1	i	0
NS(=O)(=O)c1ccc(CCNc2nc(C(F)(F)F)nc3ccccc23)cc1	i	1	-4	2.2	4	-5	-2	-6	i	5
COc1ccc(-c2nc(-c3cccc(C(F)(F)F)c3)no2)cc1OC	i	2	-3	1.8	4	4	1	-8	i	1
O=C(COc1ccc(NS(=O)(=O)c2ccc(F)cc2)cc1)N1CCOCC1	i	0	1	0.4	1	-4	-1	0	i	-5

One compound at a time, as listed above. Order of screens: Neddylation inh | Rin1-Abl PPI inh | SUMO1-SIM PPI | LMPTP inh | DNMT1 block | Scp-1 inhibitor | STEP block | NadD block | Rpn11 inh | CSN deneddyl inh
CC(=O)c1c(C)nc(Nc2nc(C)c3cc(C)ccc3n2)nc1C across the screens: i | 5 | -1 | -0.8 | 5 | 6 | 0 | -1 | i | -1
COc1ccc(-c2nc(-c3cccc(C(F)(F)F)c3)no2)cc1OC across the screens: i | 2 | -3 | 1.8 | 4 | 4 | 1 | -8 | i | 1
CC1=C(C(=O)OCc2ccccc2)C(c2ccc(N3CCOCC3)cc2)NC(=O)N1 (stereo not drawn) across the screens: i | 3 | -3 | 0.5 | -9 | 0 | 3 | 2 | i | -3
CCN(CCCNC(=O)C1CCN(C(=O)c2cc3sccc3n2C)CC1)Cc1ccccc1 across the screens: i | 4 | 2 | -1.0 | 1 | 3 | -1 | -10 | i | 2
